CHO-K1 Ca antag – M1 antagonist counterscreen hit in parental CHO-K1 cells. 360,000 compounds, 0.6% hits. inhibition, % at 3 µM. AID 602250. ATP-induced calcium, Fluo-8 fluorescence;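 active means inhibition above a per-plate cutoff, the plate's mean sample inhibition plus 3 SD, cut at about 24% in these data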;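 further: 0% = DMSO plus EC80 ATP and 100% = DMSO alone without ATP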
M4 PAM – potentiates acetylcholine response at human M4 receptor. P08173. CHO-K1 hM4/Gqi5, Fluo-8 calcium fluorescence, ACh EC20; 0% = ACh EC20, 100% = maximal ACh. activation, % at 3 µM. 360,000 compounds, 0.4% hits;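 active means activation above its plate's cutoff, the mean activation of sample wells plus 3 SD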; further: some results filed as inactive read as strong as hits
Target sequence (P08173 whole entry, looked up): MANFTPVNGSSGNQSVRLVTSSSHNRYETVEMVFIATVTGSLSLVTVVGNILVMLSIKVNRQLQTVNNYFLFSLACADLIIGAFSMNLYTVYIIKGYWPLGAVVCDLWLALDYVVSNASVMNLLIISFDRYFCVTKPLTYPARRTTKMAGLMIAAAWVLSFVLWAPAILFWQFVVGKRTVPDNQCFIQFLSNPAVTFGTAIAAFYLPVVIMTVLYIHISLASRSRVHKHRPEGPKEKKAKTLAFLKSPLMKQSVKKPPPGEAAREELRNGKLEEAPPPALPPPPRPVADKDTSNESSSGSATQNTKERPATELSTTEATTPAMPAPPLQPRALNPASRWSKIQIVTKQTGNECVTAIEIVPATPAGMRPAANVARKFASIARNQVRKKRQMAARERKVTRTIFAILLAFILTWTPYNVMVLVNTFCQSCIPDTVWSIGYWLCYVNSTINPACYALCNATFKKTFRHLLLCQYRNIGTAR
M4 antag – blocks acetylcholine activation of human M4 receptor; 360,000 compounds, 0.73% hits; inhibition, % at 3 µM; CHO-hM4 cells, ACh EC80, Fluo-8 calcium fluorescence; AID 624125;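 active means inhibition above its plate's cutoff, the mean inhibition of sample wells plus 3 SD, cut at about 27% in these data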;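 further: 0% = acetylcholine EC80 with DMSO and 100% = DMSO without agonist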
M5 antag – antagonists of human muscarinic M5 receptor (CHRM5). P08912. CHO-hM5 cells, Fluo-8 calcium fluorescence, ACh EC80. inhibition, % at 3 µM. 360,000 compounds, 0.59% hits;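 active means inhibition above a per-plate cutoff, the mean of that plate's test compounds plus 3 SD, cut at about 27% in these data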;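 further: 0% = acetylcholine EC80 with DMSO and 100% = DMSO without agonist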
M1 PAM parental – M1 PAM counterscreen hit in parental CHO-K1 cells. ATP EC20, Fluo-8 calcium fluorescence; 0% at ATP EC20, 100% at ATP max. activation, % at 3 µM. 360,000 compounds, 0.02% hits. AID 602247;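 active means activation above the run cutoff, the mean activation of all test compounds plus 3 SD, cut at about 40% in these data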;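 further: peak over basal fluorescence ratio in a 140 s read after ATP addition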
CHRM5 agonist – agonists of human muscarinic M5 receptor (CHRM5) | CHO-K1 hM5 cells, Fluo-8 calcium fluorescence; 0% DMSO wells, 100% maximal acetylcholine response | activation, % at 3 µM | 360,000 compounds, 0.19% hits;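 active means activation above the run's mean over test compounds plus 3 SD, cut at about 23% in these data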;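 further: signal is peak over basal fluorescence ratio across the kinetic read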
CHRM5 PAM – potentiates acetylcholine response at human M5 receptor. P08912. CHO-K1 hM5, Fluo-8 calcium, ACh EC20 PAM; 0% = ACh EC20, 100% = ACh EC100. activation, % at 3 µM. 360,000 compounds, 0.3% hits. AID 624038;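 active means activation above the run cutoff, the mean activation of all test compounds plus 3 SD, cut at about 18% in these data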
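System: CHO-K1 cell line with stable human muscarinic M5 receptor expression | Also added: EC20 acetylcholine as agonist stimulus | Compound: One concentration, 3 µM final (nominal) | Timing: Fluo-8 loading 80 min at 37 °C plus 30 min room temperature | Measured by: Fluo-8 calcium dye fluorescence, kinetic read | Read-out basis: % activation, ACh-normalized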
CHO-K1 Ca ag – nonselective activator or artifact in parental CHO-K1 cells | activation, % at 3 µM | Fluo-8 calcium fluorescence; scaled to maximal ATP response, vehicle zero | AID 602248 | 360,000 compounds, 0.48% hits; in the data active means activation above about 15%;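 further: untransfected CHO-K1 host cells lacking M1 receptor as counterscreen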
CHRM4 agonist – agonists of human muscarinic M4 receptor (CHRM4); P08173; CHO-K1 hM4/Gqi5, Fluo-8 calcium fluorescence; vehicle 0%, full acetylcholine response 100%; activation, % at 3 µM; 360,000 compounds, 0.14% hits;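 active means activation above the run mean over all test wells plus 3 SD, cut at about 32% in these data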;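 further: peak over basal fluorescence ratio per well then scaled between controls; 0% = DMSO wells and 100% = acetylcholine at EC100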
The depositor's hits bear a star.

Sample of the layout, nine compounds:
Letter code: A = CHO-K1 Ca antag; B = M4 PAM; C = M4 antag; D = M5 antag; E = M1 PAM parental; F = CHRM5 agonist; G = CHRM5 PAM; H = CHO-K1 Ca ag; I = CHRM4 agonist
COc1ccc(Oc2ccc(/C=N/NC(=O)c3cccnc3)cc2[N+](=O)[O-])cc1
  A: 7; B: 0; C: -13; D: 8; E: -5; F: 0; G: -10; H: 2.6; I: 8
CC(=O)Cn1c(C(F)(F)F)nc2ccccc21
  A: -11; B: 17; C: 4; D: -2; E: 20; F: 0; G: 5; H: 0.6; I: 0
CCOC(=O)c1ccc(NC(=O)c2nc[nH]c2C(=O)N2CCN(c3ccccc3)CC2)cc1
  A: -12; B: -5; C: 7; D: 11; E: -1; F: 1; G: 2; H: 0.1; I: -1
Brc1cccc(-c2n[nH]c(-c3ccccc3)n2)c1
  A: 13; B: -3; C: -2; D: 22; E: -9; F: -3; G: -5; H: 0.7; I: 5
O=C(CCCCC(=O)NCc1cccs1)NCc1cccs1
  A: 5; B: -6; C: 9; D: 2; E: 6; F: -2; G: 3; H: -0.3; I: 0
COc1ccc(C(=O)CC(Sc2ccccc2N)c2ccc(OC)cc2)cc1 (configuration not stated)
  A: -11; B: 8; C: -19; D: 3; E: 9; F: 0; G: -2; H: 0.2; I: 1
CCN1CCN(c2nc3c(c(=O)[nH]c(=O)n3C)n2Cc2ccccc2F)CC1
  A: -1; B: -2; C: -5; D: 2; E: 7; F: -5; G: -1; H: 0.3; I: 0
CCN1C(=O)C(c2ccc(O)cc2)(c2ccc(O)cc2)c2ccccc21
  A: 10; B: 15; C: 1; D: -18; E: -10; F: -1; G: 11; H: 0.0; I: 2
CCOc1ccc(CNS(=O)(=O)c2c(C(=O)N3CCCC3)c(C)n(C)c2C)cc1OC
  A: 16; B: 3; C: 7; D: 5; E: 17; F: -4; G: -1; H: -0.8; I: 2

Results, previewed entries included:
Letter code: A = CHO-K1 Ca antag; B = M4 PAM; C = M4 antag; D = M5 antag; E = M1 PAM parental; F = CHRM5 agonist; G = CHRM5 PAM; H = CHO-K1 Ca ag; I = CHRM4 agonist
COc1ccc(Oc2ccc(/C=N/NC(=O)c3cccnc3)cc2[N+](=O)[O-])cc1
  A: 7; B: 0; C: -13; D: 8; E: -5; F: 0; G: -10; H: 2.6; I: 8
CC(=O)Cn1c(C(F)(F)F)nc2ccccc21
  A: -11; B: 17; C: 4; D: -2; E: 20; F: 0; G: 5; H: 0.6; I: 0
CCOC(=O)c1ccc(NC(=O)c2nc[nH]c2C(=O)N2CCN(c3ccccc3)CC2)cc1
  A: -12; B: -5; C: 7; D: 11; E: -1; F: 1; G: 2; H: 0.1; I: -1
Brc1cccc(-c2n[nH]c(-c3ccccc3)n2)c1
  A: 13; B: -3; C: -2; D: 22; E: -9; F: -3; G: -5; H: 0.7; I: 5
O=C(CCCCC(=O)NCc1cccs1)NCc1cccs1
  A: 5; B: -6; C: 9; D: 2; E: 6; F: -2; G: 3; H: -0.3; I: 0
COc1ccc(C(=O)CC(Sc2ccccc2N)c2ccc(OC)cc2)cc1 (configuration not stated)
  A: -11; B: 8; C: -19; D: 3; E: 9; F: 0; G: -2; H: 0.2; I: 1
CCN1CCN(c2nc3c(c(=O)[nH]c(=O)n3C)n2Cc2ccccc2F)CC1
  A: -1; B: -2; C: -5; D: 2; E: 7; F: -5; G: -1; H: 0.3; I: 0
CCN1C(=O)C(c2ccc(O)cc2)(c2ccc(O)cc2)c2ccccc21
  A: 10; B: 15; C: 1; D: -18; E: -10; F: -1; G: 11; H: 0.0; I: 2
CCOc1ccc(CNS(=O)(=O)c2c(C(=O)N3CCCC3)c(C)n(C)c2C)cc1OC
  A: 16; B: 3; C: 7; D: 5; E: 17; F: -4; G: -1; H: -0.8; I: 2
CC[C@@]1(C(=O)OC)N[C@H](CN(C)C(=O)Nc2ccc(OC)cc2)[C@@H]2C(=O)N(C)C(=O)[C@@H]21
  A: -7; B: 9; C: -6; D: -5; E: 7; F: 0; G: 2; H: -0.1; I: 1
Cc1ccc(NC(=O)CCC(=O)N/N=C/c2ccccc2O)cc1
  A: -7; B: 14; C: -26; D: 5; E: 4; F: -5; G: -4; H: -0.1; I: 3
Cc1ccc(C(=O)CSc2ncnc3sc4c(c23)CCC(C)C4)cc1 (configuration not stated)
  A: -8; B: 6; C: 5; D: 1; E: 10; F: -3; G: -1; H: 0.3; I: 1
CN(C)CCCN(C(=O)c1ccc(S(=O)(=O)N2CCc3ccccc3C2)cc1)c1nc2c(F)cccc2s1
  A: 12; B: -1; C: -10; D: 12; E: -5; F: -8; G: -5; H: 1.4; I: 3
COc1ccc(/C=N/N=C2/SCC(=O)N2Cc2ccccc2)cc1
  A: 16; B: -8; C: -2; D: 9; E: -11; F: 0; G: -13; H: 4.9; I: 6
O=c1c(/C=N\NS(=O)(=O)c2ccccc2)coc2ccc(Cl)cc12
  A: -3; B: -7; C: 0; D: 35*; E: -1; F: -5; G: -11; H: 3.8; I: 11
O=C(Cn1c(=O)oc2ccc(Cl)cc21)Nc1ccon1
  A: -7; B: 1; C: 0; D: 15; E: 6; F: -4; G: -4; H: 2.6; I: 0
Cc1ccc[n+](-c2[nH]c(=O)sc2/C=N/NC(=O)c2ccccc2[O-])c1
  A: -11; B: -3; C: -1; D: -4; E: 5; F: 0; G: -3; H: 0.3; I: 1
CC(C)CC(C(=O)O)N1C(=O)C2C3c4ccccc4C(c4ccccc43)[C@@H]2C1=O (some centres not stated)
  A: -5; B: 0; C: 3; D: -2; E: 25; F: -4; G: 2; H: 0.3; I: 0
O=C(Nc1ccc(N2CCN(C(=O)c3ccco3)CC2)cc1)c1ccc(Br)cc1
  A: -10; B: 0; C: -7; D: -1; E: -6; F: -1; G: 1; H: 1.5; I: 2
O=C(O)CNc1nc(-c2ccccc2)nc2c1oc1ccccc12
  A: 0; B: 2; C: 8; D: 8; E: 17; F: -1; G: -4; H: 6.0; I: 0
Cn1c(SCC(=O)Nc2ccc3c(c2)OCO3)nnc1-c1cnccn1
  A: -10; B: -3; C: 5; D: 2; E: 10; F: 2; G: 3; H: -0.1; I: 1
O=C(CN1CCOCC1)Nc1cc(C(F)(F)F)ccc1Cl
  A: -10; B: -8; C: 0; D: 6; E: -9; F: 3; G: -1; H: 3.2; I: 3
Cc1cnc(NC(=O)Nc2ccc(Cl)cc2)s1
  A: 9; B: 3; C: 2; D: 14; E: -9; F: 7; G: -10; H: 6.1; I: 18
O=C(Cc1c(F)cccc1Cl)N1CCN(S(=O)(=O)c2cccs2)CC1
  A: 0; B: 9; C: -3; D: -10; E: 2; F: 6; G: 14; H: 0.3; I: 1
C=CCOc1ccc2c3c(c(=O)oc2c1)CCCC3
  A: -16; B: -3; C: 0; D: -3; E: 12; F: -4; G: -4; H: 0.6; I: -1
O=C(Nn1c(O)c(C=C2N=c3ccccc3=N2)sc1=S)c1ccc(Cl)cc1
  A: -10; B: -4; C: 0; D: -5; E: -1; F: 2; G: -2; H: 0.2; I: 1
CC(C)(C)NC(=O)C(c1ccc(F)cc1)N(C(=O)CCC(=O)Nc1ccccn1)C1CCCC1 (configuration not stated)
  A: 0; B: -7; C: 3; D: 12; E: 2; F: -1; G: -4; H: 1.3; I: 4
CC(=O)N1c2ccc(S(=O)(=O)NCCC(=O)Nc3ccccc3C)cc2CC1C (configuration not stated)
  A: -11; B: 9; C: -18; D: -15; E: -8; F: -3; G: 7; H: 0.9; I: 1

In a second layout: 2 of the compounds above
mol | CHO-K1 Ca antag | M4 PAM | M4 antag | M5 antag | M1 PAM parental | CHRM5 agonist | CHRM5 PAM | CHO-K1 Ca ag | CHRM4 agonist
CN(C)CCCN(C(=O)c1ccc(S(=O)(=O)N2CCc3ccccc3C2)cc1)c1nc2c(F)cccc2s1 | 12 | -1 | -10 | 12 | -5 | -8 | -5 | 1.4 | 3
COc1ccc(/C=N/N=C2/SCC(=O)N2Cc2ccccc2)cc1 | 16 | -8 | -2 | 9 | -11 | 0 | -13 | 4.9 | 6

Compounds as they come; any-hit rate near 2.7%.
